NR2E3 ag-1: activates human NR2E3 receptor; hit rate 0.35% among 360,000; inhibition of corepressor binding, % at 3.98 µM; CHO-S Gal4-NCOR/VP16-NR2E3 two-hybrid, luciferase; AID 602229; Q9Y5X4;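 active = inhibition above the mean of all tested compounds plus 3 SD, cut at about 70% in these data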;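 also: 0% = DMSO with NR2E3 transfected cells and 100% = cells lacking NR2E3 construct; higher means lower luciferase signal from less NR2E3 corepressor binding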
Target sequence (Q9Y5X4 whole entry, looked up, the tested form may be a part): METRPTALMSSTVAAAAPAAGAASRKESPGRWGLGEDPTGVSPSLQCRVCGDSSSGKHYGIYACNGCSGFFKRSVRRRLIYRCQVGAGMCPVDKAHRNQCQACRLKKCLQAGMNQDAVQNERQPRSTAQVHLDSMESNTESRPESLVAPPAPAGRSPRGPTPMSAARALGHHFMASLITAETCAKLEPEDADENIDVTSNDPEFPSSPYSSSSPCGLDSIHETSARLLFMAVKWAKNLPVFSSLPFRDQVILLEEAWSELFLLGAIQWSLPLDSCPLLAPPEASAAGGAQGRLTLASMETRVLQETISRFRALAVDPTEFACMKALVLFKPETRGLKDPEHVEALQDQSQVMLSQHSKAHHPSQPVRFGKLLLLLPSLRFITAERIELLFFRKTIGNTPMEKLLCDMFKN
CF NFkB block: blocks PAF-induced NF-kB reporter in cystic fibrosis cells. inhibition, % at 5 µM. KKLEB NF-kB-GFP reporter, GFP fluorescence overnight. hit rate 0.86% among 360,000. AID 588850;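 active = at least 50% inhibition at 5 µM, scaled per plate between neutral and stimulator controls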;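 also: PAF is a Pseudomonas aeruginosa culture filtrate used as stimulus; plate controls were PAF-stimulated DMSO wells for no effect and unstimulated DMSO wells for full effect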
PDI inh: inhibitors of human protein disulfide isomerase. PDI insulin aggregation turbidity, A650, 90 min. inhibition, % at 10 µM. hit rate 0.052% among 350,000;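 active = mean inhibition across replicates of 30% or more, whatever share of single replicates reach that level; inconclusive = mean inhibition below 30% while every single replicate reaches 30%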;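 also: absorbance from insulin aggregation driven by PDI reduction with DTT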
Target sequence (P07237 whole entry, looked up): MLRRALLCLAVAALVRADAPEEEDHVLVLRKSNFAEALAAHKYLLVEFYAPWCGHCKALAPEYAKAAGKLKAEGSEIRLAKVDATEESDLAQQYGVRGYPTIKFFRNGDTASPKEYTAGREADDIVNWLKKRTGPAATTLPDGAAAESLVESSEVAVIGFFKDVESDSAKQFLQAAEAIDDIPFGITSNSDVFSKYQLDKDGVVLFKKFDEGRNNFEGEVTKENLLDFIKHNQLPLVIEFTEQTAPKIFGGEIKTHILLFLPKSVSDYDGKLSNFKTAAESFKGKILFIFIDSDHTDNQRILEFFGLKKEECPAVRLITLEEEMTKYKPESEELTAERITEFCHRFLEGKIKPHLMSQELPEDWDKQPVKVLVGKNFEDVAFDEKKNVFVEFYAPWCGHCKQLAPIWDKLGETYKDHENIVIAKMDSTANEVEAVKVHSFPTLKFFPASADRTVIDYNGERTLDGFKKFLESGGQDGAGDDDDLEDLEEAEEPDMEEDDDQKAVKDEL
Shn3 3UTR inh: Schnurri-3 reporter inhibition in Clone20 osteoblasts; Clone20 osteoblast Shn3 3'UTR firefly luciferase, 24 h; inhibition, % at 12.5 µM; hit rate 0.52% among 360,000; AID 588674;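 active = mean inhibition of at least 75% with every replicate also reaching 75%; inconclusive = mean inhibition at least 75% but some replicate below; inactive = mean inhibition below 75%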;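 also: 0% = median of neutral control wells and 100% = pilot-screen positive control compound; some compounds past the cut are filed as inactive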
NR2E3 ag-2: activates human photoreceptor nuclear receptor NR2E3; hit rate 0.12% among 320,000; GST-NR2E3/biotin-RetCOR TR-FRET, 1536-well; inhibition of corepressor binding, % at 4.78 µM; AID 2300;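 active = percent inhibition above the cutoff of mean plus 3 SD of all tested compounds, set per screening campaign, cut at about 20% in these data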;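 also: 0% = DMSO wells and 100% = biotin wells as full block of FRET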
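system = GST-tagged NR2E3 plus biotinylated RetCOR corepressor | input = 1.35 nM GST-NR2E3 | also added = 7 nM biotin-RetCOR | schedule = 5 h incubation at 4 °C | measured by = TR-FRET with europium anti-GST and streptavidin-D2, 340 nm excitation | read-out = percent loss of FRET ratio relative to control wells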
Vif inh: inhibitors of HIV Vif; HEK293T cells, Vif self-association by quenched fluorescence, imaging, 24 h; inhibition, % at 7.49 µM; hit rate 0.35% among 340,000; AID 602346; in the data active = inhibition above about 50%, passing the limit was not always enough; inconclusive = no clear call, values can overlap the other calls; inactive = below about 31%; also: some results filed as inactive read as strong as hits
KKLEB tox: CF airway cell cytotoxicity counter-screen; hit rate 0.36% among 360,000; activity change (cytotoxicity), % at 5 µM; AID 602141; KKLEB CF airway cells viability, ATPlite luminescence, overnight; active compounds read low; cells stimulated with P. aeruginosa culture filtrate;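 active = corrected activity change at or below -50% at 5 µM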
MITF TRPM1 inh: MITF TRPM1 promoter inhibition in SK-MEL-5 cells; AID 488899; SK-MEL-5 TRPM1 promoter luciferase, 24 h; hit rate 0.83% among 330,000; inhibition, % at 12.5 µM;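 active = mean inhibition across replicates of 60% or more, whatever share of single replicates reaches that level; inconclusive = some that reach 60%, reason not given; inactive = mean inhibition across replicates below 60%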; also: values of inactives mirror those of a sister screen read the other way
CaV13 ICDI inh: Disruptors of the CACNA1D IQ motif to Ca2+-dependent inactivation inhibitor domain association, primary screening, Förster resonance energy transfer in intact living …; inhibition, % at 12.3 µM; HEK cells, CFP/YFP FRET ICDI-IQ, plate reader, 10 min; percent FRET-ratio fall versus neutral wells; hit rate 0.098% among 340,000; AID 743397;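 active = mean replicate inhibition of at least 30% and at least 1% of replicates passing that level; inconclusive = only one of the two criteria is met; inactive = neither criterion is met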;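 also: 0% = median of the neutral control wells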
HIF-2a block: HIF-2a inhibition | 786-0 RCC cells HIF-2a reporter, luciferase luminescence, overnight | inhibition, % at 18.8 µM | hit rate 0.72% among 360,000 | AID 624352;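 active = inhibition of the luminescence signal of 40% or more relative to plate controls, in a single-dose primary screen at 18.75 µM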
Peg3 prom inh: reduces Peg3 promoter-driven luciferase expression in HeLa | HeLa PEG-Prom luciferase reporter, luminescence, overnight | inhibition, % at 20 µM | hit rate 1.7% among 360,000;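 active = inhibition of at least 50% at 20 µM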
Starred values were filed as active, the others as inactive; ? = inconclusive; nt = not tested or not shown.

SMILES	NR2E3 ag-1	CF NFkB block	PDI inh	Shn3 3UTR inh	NR2E3 ag-2	Vif inh	KKLEB tox	MITF TRPM1 inh	CaV13 ICDI inh	HIF-2a block	Peg3 prom inh
O=C(c1ccc2ccccc2c1)C1CCCN(S(=O)(=O)c2cccnc2)C1 (configuration not stated)	16.5	-7.3	9.7	29.1	3.5	-41.7	-17.5	9.8	-3.1	-7.0	6.4
Cc1cccc(-c2nn(-c3ccccc3)cc2C(=O)NCC(c2cccs2)N2CCOCC2)c1 (configuration not stated)	-7.7	-14.5	-2.1	18.1	-0.3	-9.9	7.6	-21.4	-14.3	-15.3	9.3
O=C(CCC(=O)c1ccccc1)NCc1ccccc1	-13.6	-6.5	-1.2	4.8	2.4	9.9	-5.0	2.3	-2.7	8.4	5.3
FC(F)Oc1ccccc1NC(=S)NCc1ccco1	0.6	3.9	2.7	8.4	-3.6	-0.8	6.8	0.8	-4.7	5.0	11.2
COc1ccc(NC(=O)CCCCCN2C(=O)[C@@H]3Cc4ccccc4CN3C2=O)cc1Cl	-14.4	2.0	2.3	29.5	0.4	-8.5	-8.3	0.4	-2.4	-17.0	-13.2
COC(=O)NCC(c1ccc2c(c1)OCO2)N1CCN(c2ccc(OC)cc2)CC1 (configuration not stated)	-26.0	-14.2	1.0	-37.6	3.6	3.6	-3.1	-6.7	-3.7	0.5	-4.3
O=C(C[n+]1cn(C(F)F)c2ccccc21)c1ccc(Br)cc1	-9.9	-14.4	2.0	-5.0	-5.5	-5.9	12.0	4.0	0.7	-1.1	7.0
CC(=O)c1cccc(NC(=O)CCc2nnc3ccc(NCc4ccc5c(c4)OCO5)nn23)c1	-11.2	20.1	-1.5	-6.0	-4.2	8.6	-8.7	0.1	-7.3	8.6	9.3
CCCCOC(=O)C(C)Oc1ccc(=O)n(-c2ccccc2)n1 (configuration not stated)	9.2	-17.2	nt	15.3	0.1	-1.3	7.7	8.2	-4.9	4.6	20.0
CCOC(=O)Cn1c(=N)n(CCOc2ccc(Br)cc2)c2ccccc21	14.5	5.1	-17.3	5.3	-1.3	nt	-7.1	12.6	-4.6	15.3	-6.3
CCOC(=O)c1c(C)oc2c1c(C=NCC1CCCO1)c(O)c1ccccc12 (configuration not stated)	-41.9	27.6	-8.2	-2.1	nt	23.7	8.2	0.9	nt	-114.4	-1.0
CC(Oc1ccccc1F)C(=O)Nc1ccc2ccccc2c1 (configuration not stated)	-13.8	5.3	21.3	-25.0	1.0	-7.0	0.0	-19.1	-4.4	-257.4	-94.0
CCOc1ccc2ccccc2c1CNCCCN1CCOCC1	11.3	3.3	-2.7	3.4	nt	-2.0	-10.8	nt	-4.7	5.4	-7.8
Cc1ccc(N2CC(=O)N(CC(=O)O)C2=O)cc1	-4.6	7.0	11.6	-3.9	5.5	26.6	-2.3	10.8	-6.5	16.8	1.2
Cc1cc(C(=O)O)cc(S(=O)(=O)Nc2ccccc2C(=O)NC(C)c2ccccc2)c1C (configuration not stated)	-12.0	8.9	10.7	3.3	5.1	-0.4	16.7	0.2	-5.2	12.5	-0.2
CC1CN(Cc2ccccc2)c2nc3c(c(=O)n(CC(=O)O)c(=O)n3C)n2C1 (configuration not stated)	16.5	3.0	-5.3	-9.2	6.5	-1.4	-7.2	-3.1	-4.9	14.2	0.6
CC(=O)Nc1ccc(NC(=O)CSc2nc(=O)n3cccc(C)c3n2)cc1	-10.1	-24.3	32.3*	9.1	0.0	-11.0	8.0	-13.9	-5.3	11.8	-21.3
C/C(CC(=O)Nc1cccc(C(F)(F)F)c1)=N\NC(=O)c1ccncc1	13.3	26.7	-1.3	20.6	0.8	-9.8	-7.9	7.7	-3.1	15.0	-3.8
CCOc1ccc(N=C(/C(C(=O)C(=O)N2CCOCC2)=C(\O)c2ccccc2)c2ccccc2)cc1	-94.1	-9.0	-17.0	-70.5	2.6	-3.4	2.9	-85.0	-17.5	-221.6	-200.4
COc1cccc(OC)c1OCCN1CCN(C(=O)c2ccco2)CC1	5.4	26.9	-0.6	12.2	-0.7	-0.9	-21.5	-2.7	nt	15.9	-0.1

Brought forward from above: 3 entries, followed by the next part.
SMILES	NR2E3 ag-1	CF NFkB block	PDI inh	Shn3 3UTR inh	NR2E3 ag-2	Vif inh	KKLEB tox	MITF TRPM1 inh	CaV13 ICDI inh	HIF-2a block	Peg3 prom inh
C/C(CC(=O)Nc1cccc(C(F)(F)F)c1)=N\NC(=O)c1ccncc1	13.3	26.7	-1.3	20.6	0.8	-9.8	-7.9	7.7	-3.1	15.0	-3.8
CCOc1ccc(N=C(/C(C(=O)C(=O)N2CCOCC2)=C(\O)c2ccccc2)c2ccccc2)cc1	-94.1	-9.0	-17.0	-70.5	2.6	-3.4	2.9	-85.0	-17.5	-221.6	-200.4
COc1cccc(OC)c1OCCN1CCN(C(=O)c2ccco2)CC1	5.4	26.9	-0.6	12.2	-0.7	-0.9	-21.5	-2.7	nt	15.9	-0.1
OCCCc1nc2ccccc2n1CCc1ccccc1	-11.2	-17.4	0.1	8.3	5.8	-10.9	1.0	3.8	-6.9	15.9	17.1
CC(NC(=O)c1ccccc1Cl)NC(=O)c1ccccc1Cl	-42.6	-9.7	-2.2	-56.8	nt	0.3	-3.2	10.9	-20.9	11.6	11.9
COc1ccc(OCCCC(=O)Nc2ccc(N3CCOCC3)cc2)cc1	11.1	-6.6	10.2	9.3	3.7	0.0	7.2	-0.8	-5.0	-3.8	4.8
O=C(OCc1ccc2c(c1)OCO2)c1ccc(S(=O)(=O)N2CCCC2)cc1	-14.2	-2.7	-0.8	-0.2	3.6	-3.4	2.5	-9.7	nt	15.7	4.3
CCOC(=O)CCCNC(=O)COc1ccccc1C#N	-24.3	2.3	3.7	-5.4	-3.0	6.6	-8.3	1.1	-5.2	8.6	-0.9
O=C(CN1C(=O)NC2(CCc3ccccc32)C1=O)Nc1cccc(F)c1 (configuration not stated)	29.6	5.2	1.1	1.2	-1.7	-11.6	-7.0	-4.2	-6.5	12.1	-8.1
COc1ccc2oc(=O)c(/C(C)=N/NC(=O)c3ccncc3)cc2c1	-14.6	3.9	4.0	-4.5	-0.5	-6.2	0.7	-14.2	-7.7	10.9	0.8
COCC(C)NCc1cccc([N+](=O)[O-])c1 (configuration not stated)	-12.8	-9.4	5.9	1.3	0.4	-4.3	2.3	-19.0	-6.6	7.7	2.8
O=C(Nc1nnc(C2=COCCO2)o1)c1ccc(S(=O)(=O)N2CCCC2)cc1	-0.5	-5.2	1.3	24.1	-5.4	14.1	-4.6	-4.1	-5.3	13.6	29.4
O=C(Nc1cccc(C(=O)N2CCN(c3cccc(Cl)c3)CC2)c1)c1ccccc1	8.7	0.1	-2.3	30.7	1.8	-3.8	-2.1	-4.3	-1.2	12.7	27.2
O=C(Nc1cnccn1)c1cccs1	13.3	14.2	2.8	-24.3	6.7	nt	-18.7	11.5	-8.1	-14.4	-7.2
O=c1c(Br)ccc(Br)cc1Br	70.9*	91.0*	11.4	96.5*	nt	167.8*	-93.9*	101.9*	-6.2	89.0*	95.1*
Cc1ccc(F)cc1NC(=O)CN1CCN(Cc2ccccc2)CC1	-33.0	16.2	-6.8	11.1	-2.6	-0.7	-2.7	-1.7	-19.0	9.6	13.4
O=C1CC(c2ccccc2)CCc2sccc2N1 (configuration not stated)	-9.5	8.7	8.1	-11.1	-1.4	0.8	8.3	-13.6	-3.7	7.8	-1.4
O=C(c1ccc([N+](=O)[O-])cc1Cl)N1CCN(c2ccccn2)CC1	-22.8	-13.9	-0.6	11.2	-0.3	-6.7	2.8	12.4	2.0	10.1	21.4
COc1ccc(Cl)cc1CSc1ncn[nH]1	-28.8	0.4	0.3	-4.8	1.1	2.2	4.1	9.0	-19.6	15.3	0.4
O=C(Nc1ccc(COc2ccccc2)cc1)c1cccc([N+](=O)[O-])c1	-19.1	18.7	1.8	16.7	2.6	8.2	-20.2	-10.5	-6.3	-58.0	-7.8
CC(C)c1nc(SCC(=O)N2c3ccccc3CC2C)c2ccccc2n1 (configuration not stated)	-14.2	28.6	-7.7	11.8	4.0	-2.3	-14.7	4.8	-9.8	16.3	16.7
O=C(NCc1ccccc1)c1cc(C2CCCN(S(=O)(=O)c3cccs3)C2)on1 (configuration not stated)	-34.8	-1.1	-2.2	5.2	nt	1.8	-5.2	nt	-6.3	18.8	5.8
O=S(=O)(Nc1ccc(N2CCOCC2)nn1)c1ccccc1	-16.6	-7.6	7.8	7.3	1.3	-11.7	-16.6	-6.0	-4.9	4.6	10.5
CCOC(=O)C1=CCN(S(=O)(=O)c2ccc(Br)cc2)C1c1cccc(C)c1 (configuration not stated)	-40.4	2.0	nt	-12.6	nt	nt	-18.1	nt	-3.9	9.6	38.3
CCC(C)NC(=O)CSc1n[nH]c(=O)n1CCc1ccccc1 (configuration not stated)	-22.8	1.4	0.1	16.3	2.3	?	-3.0	13.1	-7.0	1.2	-11.1
Cc1ccc(CCC(=O)Nc2ccc(N(C)C)cc2)o1	-23.5	8.6	8.8	-2.8	-1.3	7.0	-4.3	-1.8	-5.3	-51.0	-33.0
C/C(Cc1ccccc1)=N\NC(=O)C1CCCCC1	1.7	10.9	5.5	-5.6	-2.4	-1.5	3.1	16.0	-2.4	10.6	-3.1
COC(=O)c1ccccc1NC(=S)NC(NC(=O)c1ccccc1[N+](=O)[O-])C(Cl)(Cl)Cl (configuration not stated)	-4.3	-7.2	-2.2	18.4	-1.2	1.4	3.2	2.2	-4.3	-1.7	4.5
CCCc1nc(N2CCN(S(=O)(=O)c3ccc(Cl)cc3)CC2)c2c(C)c(C)sc2n1	9.8	-5.9	-0.9	17.1	-2.4	-9.8	14.4	4.9	2.2	3.7	23.0
O=C(CCCN1C(=O)/C(=C/c2ccccc2)SC1=S)Nc1ccccc1O	15.2	6.9	-4.5	5.6	1.1	-2.2	-9.4	7.2	-5.3	32.5	28.8
Cn1ncc(Cl)c(Oc2ccc(C(C)(C)C)cc2)c1=O	-1.3	-16.2	-2.9	4.9	0.6	-2.4	-7.0	0.3	nt	-2.1	8.9
O=C(CO/N=C/c1ccccc1OC(F)F)NC1CCCCC1	-24.7	15.7	2.8	6.4	-3.5	26.8	-7.3	0.0	-5.7	4.7	8.7
Cc1ccc(O)c(NC(=O)c2ccc3c(c2)C(=O)N(Cc2cccnc2)C3=O)c1	-86.2	-9.4	-5.3	-12.7	1.8	12.2	11.6	-4.6	nt	-108.4	-17.2
Cc1nc(SCCC(=O)O)c2ccccc2n1	10.3	5.3	-6.5	5.2	8.5	-3.6	6.7	13.3	-7.3	8.6	16.5
CC(Cc1cccs1)NC(=O)c1cccs1 (configuration not stated)	-18.5	-14.4	3.3	-48.0	2.2	-5.3	7.1	-35.7	0.1	-145.6	-172.5
